Compound activity from PubChem BioAssay.
POLK inh: blocks human DNA polymerase kappa activity | Q9UBT6 | purified Pol kappa, fluorescent DNA synthesis assay, 10 min | Potency, µM (doses to about 107 µM), for inactives: top-dose activity, negative = inhibition, hits mostly inhibitors | 0.53% of 400,000 active | AID 588579; also: potency is read from the fitted curve at half-maximal effect; % is scaled to controls: 0 for no effect and ±100 for the full control effect
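10 nM Pol kappa preincubated 15 min at room temperature with compounds, then reaction started with substrate at 50 nM final. Fluorescence read kinetically at 0 and 10 min; buffer-only wells served as negative control.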
Glioma ERSR ind: inducers of ER stress response in human glioma cells; U87-MG GRP78 promoter luciferase reporter, 16 h; Potency, µM, inactives show top-dose activation, actives largely listed as activators; 0.02% of 420,000 active; AID 602332; also: potency is read from the fitted curve at half-maximal effect; series mostly up to about 76 µM; % of control where 0% means no effect; nearly all actives have a fitted effect of over 35% in size
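Stably transfected U87-MG human glioma cells carrying a GRP78-based luminescent sensor were seeded at 1000 cells/well, pin-dosed with compounds and incubated 16 h. Luciferase reagent was then added, and end-point luminescence was read after 10 min at room temperature.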
Apoferritin bind: binds horse apoferritin like a general anesthetic; apoferritin/1-aminoanthracene competitive binding, fluorescence; Potency, µM (top dose mostly 77.5 µM), for inactives: top-dose activity change, negative = displacement, actives largely listed as inhibitors; 0.074% of 350,000 active; AID 485281; also: potency is read from the fitted curve at half-maximal effect; % is scaled to controls: 0 for no effect and ±100 for the full control effect; nearly all actives have a fitted effect of over 20% in size
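Probe: 1-aminoanthracene (50% saturated, PBS). Protein: horse-spleen apoferritin, 10 uM. Incubation: 10 min, room temperature. Detection: 380 nm excitation, 535 nm emission. Analysis: normalized response, four-parameter Hill.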
POLH inh: DNA polymerase eta (human) inhibition | Q9Y253 | recombinant Pol eta, fluorescent DNA replication assay | Potency, µM (series often up to 114 µM), for inactives: top-dose activity change, negative = inhibition, hits mostly inhibitors | 1.2% of 390,000 active | AID 588591; also: potency is read from the fitted curve at half-maximal effect; % is scaled to controls: 0 for no effect and ±100 for the full control effect
Target sequence (Q9Y253 whole entry, looked up): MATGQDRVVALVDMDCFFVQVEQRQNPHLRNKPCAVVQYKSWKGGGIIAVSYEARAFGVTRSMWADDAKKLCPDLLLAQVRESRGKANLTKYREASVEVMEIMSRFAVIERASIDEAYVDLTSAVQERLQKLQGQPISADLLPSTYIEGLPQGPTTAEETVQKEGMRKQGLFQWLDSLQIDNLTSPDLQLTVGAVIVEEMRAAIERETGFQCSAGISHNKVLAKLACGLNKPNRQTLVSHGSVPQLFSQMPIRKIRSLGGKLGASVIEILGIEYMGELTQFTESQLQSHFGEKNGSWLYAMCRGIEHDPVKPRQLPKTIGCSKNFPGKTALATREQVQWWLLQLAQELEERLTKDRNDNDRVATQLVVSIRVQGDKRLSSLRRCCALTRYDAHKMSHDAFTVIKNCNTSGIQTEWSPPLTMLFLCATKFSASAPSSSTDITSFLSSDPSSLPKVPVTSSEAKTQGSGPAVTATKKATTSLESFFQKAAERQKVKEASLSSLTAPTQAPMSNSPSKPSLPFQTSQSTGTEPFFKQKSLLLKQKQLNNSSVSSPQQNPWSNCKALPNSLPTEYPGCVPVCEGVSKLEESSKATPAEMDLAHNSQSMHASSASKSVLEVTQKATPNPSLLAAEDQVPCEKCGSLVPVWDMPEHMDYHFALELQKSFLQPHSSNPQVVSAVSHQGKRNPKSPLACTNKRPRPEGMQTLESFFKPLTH
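Pol eta (10 nM) was preincubated with compounds for 15 min at room temperature, after which fluorescent replication substrate (50 nM final) was added to start the reaction. Fluorescence was read kinetically at 0 and 10 min.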
POLI inh: blocks human DNA polymerase iota activity; Q9UNA4; 1% of 390,000 active; Potency, µM (highest dose often 115 µM), without a hit: at the highest dose activity, negative = inhibition, most hits filed as inhibitors; Pol iota fluorescent replication assay, 10 min; also: potency is read from the fitted curve at half-maximal effect
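Fluorescent replication assay read twice, at 0 min and 10 min after adding 50 nM (final) substrate. Enzyme (10 nM) and compounds were first incubated 15 min at room temperature; enzyme-free buffer wells were negative controls.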
BLM helicase inh: inhibitors of human Bloom syndrome helicase BLM. P54132. 0.2% of 350,000 active. Potency, µM (highest dose often 56.1 µM), inactives show at the top dose activity change, negative = inhibition, usual class: inhibitors. recombinant BLM DNA unwinding, fluorescence dequenching;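 also: potency is read from the fitted curve at half-maximal effect; plate controls were vehicle for no effect and no enzyme for full effect; nearly all actives have a fitted effect of over 35% in size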
POLB inh: DNA polymerase beta (human) inhibition; Pol beta primer extension/strand displacement, fluorescence kinetic; P06746; 1.3% of 340,000 active; Potency, µM (highest dose often 114 µM), for the others: top-dose activity change, negative = inhibition, usual class: inhibitors; also: potency is read from the fitted curve at half-maximal effect; % is scaled to controls: 0 for no effect and ±100 for the full control effect
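Pol beta (10 nM) and compounds were preincubated 15 min at room temperature, then 50 nM substrate (final) started primer extension/strand displacement. Reads were taken at 0 and 10 min; concentration-response data were fitted to a four-parameter Hill equation.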
LDHA block: LDHA (human) enzyme inhibition | purified LDHA, NADH/diaphorase-resazurin fluorescence; stronger effect = lower value | AID 1347041 | P00338 | activity change, % (values are at about 110 or 230 µM) | 0.15% of 480,000 active; in the data active = activity change below about -30%; inconclusive = mostly about -25% to -30%;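 also: plate controls were DMSO wells for no effect and wells without enzyme for full effect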
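Resorufin fluorescence (ex540/em590), read at 0 and 20 min after diaphorase/resazurin addition, reports the NADH left after a 5 min room-temperature reaction of 2 nM human LDH5 with 0.06 mM NADH and 0.2 mM pyruvate.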
APE1 inh: APE1 (human) endonuclease inhibition. P27695. recombinant APE1, TAMRA/BHQ-2 abasic DNA cleavage fluorescence. Potency, µM (titrated, usually from 65.8 µM), for inactives: at the highest dose activity change, negative = inhibition, most hits filed as inhibitors. 0.35% of 350,000 active. AID 2517;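 also: potency is read from the fitted curve at half-maximal effect; plate controls were vehicle for no effect and reference inhibitor for full effect; nearly all actives have a fitted effect of over 55% in size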
Target sequence (P27695 whole entry, looked up): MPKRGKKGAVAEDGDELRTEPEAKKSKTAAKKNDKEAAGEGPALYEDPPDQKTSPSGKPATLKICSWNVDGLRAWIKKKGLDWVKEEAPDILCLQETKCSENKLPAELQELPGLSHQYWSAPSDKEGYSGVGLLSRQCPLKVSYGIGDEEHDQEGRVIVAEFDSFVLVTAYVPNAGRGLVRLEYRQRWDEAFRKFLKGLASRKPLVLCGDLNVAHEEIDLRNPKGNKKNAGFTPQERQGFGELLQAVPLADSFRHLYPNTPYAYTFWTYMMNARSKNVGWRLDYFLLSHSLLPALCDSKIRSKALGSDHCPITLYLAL
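Incision of a quenched TAMRA/BHQ-2 THF abasic-site duplex (50 nM) by 0.75 nM APE1, after 15 min compound preincubation, measured as fluorescence increase over three 60 s reads. Values normalized to buffer, DMSO and NSC13755 control wells.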
The depositor's hits bear a star; ? = inconclusive; nt = no result given; & = joins results of further samples; [ ] = dose if it differs, or a comment. Unless noted, calls follow the shape of the dose curve; as a rule, active = well fitted curve in the direction sought with a large enough effect; inconclusive = small, poorly fitted or top-dose-only effect, or another doubt; inactive = no such curve, though single readings can be large; an effect the other way counts as inactive or inconclusive. Some of the compounds tested; rates above refer to the full screens.

Values run as follows: POLK inh	Glioma ERSR ind	Apoferritin bind	POLH inh	POLI inh	BLM helicase inh	POLB inh	LDHA block	APE1 inh
Cc1cccc(OCCCN2CCOCC2)c1
→ -7%	0%	5%	-9%	54%[activator]	-5%	8%	-2	26%
O=C(CSc1nnc(-c2ccco2)o1)N1CCOCC1
→ 4%	0%	-12%	-6%	-7%	-5%	20%	0	1%
O=S(=O)(NCC1CCCN(Cc2ccccc2)C1)c1cccc2cccnc12 (stereo unspecified)
→ 7%	-2%	-17%	1%	23%	2%	75%	-3	-3%
O=C(N/N=C/c1ccccc1C(=O)O)c1cccc(S(=O)(=O)N2CCCCC2)c1
→ 7%	-3%	nt	-19%	-1%	nt	nt	-1	58%[activator]
Cn1c(N)c(C(=O)COC(=O)/C=C/c2ccc(Cl)cc2Cl)c(=O)n(C)c1=O
→ -5%	0%	nt	-2%	22%	nt	nt	-7	43%[activator]
O=C1CCCc2c1[nH]c1ccc(Cl)cc21
→ 1%	-3%	-13%	-4%	40%[activator]	-3%	42%	-3	3%
CC(C)(C)c1ccc(OCC(=O)O/N=C(\N)c2ccncc2)cc1
→ -13%	3%	nt	?	9%	nt	nt	-1	nt
O=C(CN1CCN(C(c2ccccc2)c2ccccc2)CC1)NCc1ccccc1
→ -14%	-1%	-8%	-14%	19%	-5%	0%	-2	-10%
Cc1ccc(C)c(OCCC(=O)NCCc2ccc(F)cc2)c1
→ 0%	1%	7%	-13%	48%[activator]	-2%	36%	0	-4%
O=C(Nn1cnnc1)c1ccc([N+](=O)[O-])cc1
→ -8%	-3%	-15%	-1%	-6%	3%	-2%	-6	0%
CCN1CCN(CC(=O)Nc2cc(S(=O)(=O)N(CC)c3ccccc3)ccc2Cl)CC1
→ -15%	-2%	nt	-8%	?	nt	nt	-1	-14%
O=C(NC1CCCC1)C(c1ccncc1)N(C(=O)c1csnn1)c1ccc(F)cc1 (stereo unspecified)
→ 1%	6%	-2%	-8%	116%[activator]	1%	1%	-6	18%
CCOc1ccccc1NC(=S)NCCCn1ccnc1
→ 9%	-5%	-2%	-14%	32%[activator]	2%	-21%	-3	-4%
Nc1nc(Nc2ccccc2F)nc(N2CCOCC2)c1[N+](=O)[O-]
→ -4%	-2%	-11%	-15%	-3%[58.9 µM]	-3%	1%	-3	-3%
CS/C(=N\S(=O)(=O)c1ccc(F)cc1)c1ccccc1
→ -4%	-6%	nt	nt	-12%	nt	nt	-1	nt
COCCCn1c(C)csc1=Nc1cccnc1
→ -2%	-5%	-5%	-12%	9%	0%	-2%	-11	-2%
COC(=O)Cn1ncc(N(C)Cc2ccccc2)c(Cl)c1=O
→ -10%	1%	-1%	-3%	24%	-1%	41%	-5	-21%
CC(C)(C)c1csc(NC(=O)CS(=O)(=O)c2ccccc2)n1
→ -3%	5%	-3%	-24%	28%	1%	-1%	0	-11%
CC(C)c1ccc(NC(=S)NCc2cccs2)cc1
→ -15%	9%	?	-11%	7%	-13%	1%	5	-3%
COc1ccc(-c2c(-c3ccccc3OC)oc3ccccc23)cc1F
→ -2%	1%	nt	-24%	20%	nt	nt	0	-6%
CCOC(=O)c1cnc2nc[nH]n2c1=O
→ -2%	-2%	12%	-17%	?	2%	6%	-3	-4%
COc1ccc(-c2nc(C)ncc2-c2ccccc2)c(O)c1
→ -16%	-3%	2%	-8%	32%[activator]	-3%	-2%	-1	-9%
Fc1ccccc1CSc1ncnc2c1ncn2C1CCCCO1 (stereo unspecified)
→ -21%	-4%	nt	-8%	103%[activator]	nt	nt	-7	nt
Cc1ccc(C(=O)c2ccccc2C(=O)OCC(=O)NCCc2ccc(Cl)cc2Cl)cc1
→ -9%	-3%	-16%	-13%	2%	-5%	-2%	-3	-5%
CCCNC(=O)NC(=O)CSc1nc2ccccc2c(=O)n1Cc1ccncc1
→ -15%	-3%	-6%	9%	10%	-6%	23%	-6	32%
Cc1ccc(C2(C)NC(=O)N(CC(=O)N3CCN(S(=O)(=O)c4cccc(F)c4)CC3)C2=O)cc1 (stereo unspecified)
→ -12%	-3%	-16%	-4%	85%[activator]	-11%	9%	-4	42%[activator]
C=CCNCc1cccn1-c1sc2c(c1C#N)CCCC2
→ 2%	-1%	-22%	-15%	3%	4%	13%	-9	-1%
COc1ccccc1OCCn1c(SCC(N)=O)nc2ccccc21
→ -18%	-2%	-3%	?	?	-8%	?	-2	?
CCCN(CC(=O)Nc1ccccc1C)C(=O)Cc1c[nH]c2ccccc12
→ 2%	-3%	nt	-8%	4%	nt	nt	-1	nt
CCCCN1C(=O)/C(=C/C=C2\SCCN2C)SC1=S
→ -10%	7%	?	-19%	16%	-12%	?	8	-10%
CN(Cc1ccccc1)c1c([N+](=O)[O-])c(=O)n(C)c2ccccc12
→ -1%	-1%	-20%	-17%	28%	-3%	-20%	0	-1%
CCC(Oc1ccccc1)C(=O)Nc1nnc(S(=O)(=O)N(CC)CC)s1 (stereo unspecified)
→ -2%	7%	-22%	-1%	-1%	0%	-3%	-11	nt
COCc1nnc(NC(=O)c2cc(OC)c(OC)cc2[N+](=O)[O-])s1
→ -15%	-4%	-1%	-9%	4%	0%	26%	2	?
CCOC(=O)c1ccc(NC(=S)NCc2ccc(F)cc2)cc1
→ -11%	-1%	nt	-21%	27%	nt	nt	-18	nt
CCCc1nnc(SCC(=O)O)n1CC
→ -12%	-3%	-5%	-23%	-1%	-2%	16%	-4	2%
NC(=O)Nc1ccc(C(=O)OCC(=O)Nc2ccc([N+](=O)[O-])cc2C(F)(F)F)cc1
→ -12%	-5%	3%	-5%	149%[activator]	-9%	2%	-6	-1%
c1cc(-n2nnc3cnccc32)ccn1
→ -6%	-4%	8%	-3%	29%	-2%	-3%	-6	8%
CCn1c(CNC(=O)c2ccc(F)cc2)cc2ccccc21
→ -4%	4%	1%	0%	5%	-2%	117%	-8	15%
O=C(O)c1cccc(S(=O)(=O)N2CCOCC2)c1
→ -5%	7%	-2%	6%	-16%	-2%	0%	-4	-1%
O=C(CSc1ccc(Cl)cc1)Nc1cccc(NC(=O)c2ccco2)c1
→ -8%	-1%	-23%	-8%	?	-6%	?	-1	-4%
Cc1cccc(NC(=O)C(=O)NCC2CCCO2)c1 (stereo unspecified)
→ -18%	-6%	-3%	-20%	129%[activator]	1%	0%	-5	3%
O=C(Nc1nc2ccsc2c(=O)s1)C1CCC1
→ -4%	3%	-1%	-11%	80%[activator]	1%	28%	0	6%
Cc1ccc(C(=O)COc2ccc3c(C)cc(=O)oc3c2)cc1
→ 0%	3%	-13%	-15%	6%	1%	8%	-9	-6%
Cc1ccc(CNn2cn[nH]c2=S)cc1
→ -4%	0%	nt	-13%	71%[activator]	nt	nt	1	nt
Cc1cc(C)nc(SCc2cn3c(C)cc(C)nc3n2)n1
→ 5%	-9%	2%	-6%	-1%	-1%	-3%	-5	?
O=C(OCc1ccc(Br)cc1)c1cccc(-c2nnc(-c3ccccc3)o2)c1
→ -8%	4%	0%	?	16%	-1%	-18%	-6	-2%
COc1ccccc1-c1nc(NCc2cccnc2)c2ccccc2n1
→ 3%[60.1 µM]	-7%	nt	nt	nt	63%[activator]	nt	nt	-4%
Cc1ccc(S(=O)(=O)NCCNC(=O)N2CCOCC2)cc1
→ -13%	-4%	-4%	-11%	25%	-3%	4%	0	-4%
CC(=O)Nc1ccc(NC(=O)c2sc3nc4n(c(=O)c3c2C)CCCCC4)cc1
→ -5%	-11%	-15%	-12%	-29%	-17%	14%	-2	-3%
CC(C)(C)OC(=O)NCCCC[C@H](NC(=O)c1[nH]cnc1C(=O)Nc1ccccc1)C(=O)OC(C)(C)C
→ -15%	-2%	-17%	-12%	-9%	-22%	-3%	7	16%
CSCC(=O)N1CCCC(CNC(=O)c2ccccc2Cl)C1 (stereo unspecified)
→ 2%	-1%	-2%	-13%	16%	-4%	25%	-3	16%
O=C(Nc1ccc(F)cc1)N1CCc2ccccc2C1
→ 5%	4%	-13%	-11%	30%	-6%	-19%	6	-2%
CCN(CCCNC(=O)c1[nH]c(C)c(C(C)=O)c1C)c1cccc(C)c1
→ 10%	-3%	?	-14%	-1%	0%	8%	8	-1%
Fc1ccccc1NC(=S)Nc1ccc(Br)cc1
→ -9%	5%	-2%	-5%	15%	-4%	-7%[57.1 µM]	-5	6%
Cn1cc(C(=O)c2cccc(Cl)c2)cc1/C=N\O
→ -2%	-3%	-15%	2%	-5%	-1%	-22%	-5	-4%
Cc1ccc(C(=O)Nc2cccc([N+](=O)[O-])c2)cc1S(=O)(=O)Nc1ccc(NC(=O)c2ccccc2)cc1
→ -6%	-7%	-16%	-24%	-7%	-6%	22%	-2	-1%
Cc1ccc(NC(=O)Cn2cc(C(=O)C3CC3)c3ccccc32)cc1
→ -2%&2%	-6%&-1%	-3%&37%	3%&-17%	-4%&1%	0%&-1%	11%&1%	-8&-9	-6%
O=C(Nc1nc2c(Cl)c(Cl)ccc2s1)C1CC1
→ -3%	-1%	-6%	-1%	-20%	-1%	-3%	-5	6%
O=C(NCc1ccc(F)cc1)c1ccc2nc(N3CCCCC3)sc2c1
→ -20%	-2%	37%[activator]	-9%	7%	-8%	1%	-1	nt
Cc1cccc(C(=O)Nc2ccc(S(=O)(=O)N3CCOCC3)cc2C)c1
→ -10%	2%	-6%	-10%	72%[activator]	-1%	-6%	-8	7%
COc1ccc(Br)cc1CN1CCC(N2CCCC2)CC1
→ 20%	-4%	-7%	-12%	-10%	5%	16%	?	17%
CC1(C)C2CCC1(CS(=O)(=O)N1CCN(c3ccccc3F)CC1)C(=O)C2 (stereo unspecified)
→ 11%	0%	-13%	-10%	-9%	-2%	9%	0	12%
